Compound activity deposited in PubChem by Sanford-Burnham Center for Chemical Genomics.
H9c2 TAG inh: inhibitors of triacylglycerol accumulation, primary screen, cell-based, uHTS, fluorescence, H9c2 | H9c2 cells, Nile Red lipid (TAG) fluorescence; cells loaded with 200 µM oleic acid | inhibition, % at 12.5 µM | AID 651582, 2012 | actives 0.66% (n = 230,000);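 active means pattern-corrected inhibition of lipid staining of at least 50% with the nuclear-stain viability signal not falling by more than 50%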;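 further: 0% = DMSO wells and 100% = triacsin C control wells; some results filed as inactive read as strong as hits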
H9c2 TAG inh DAPI viability: second read-out of H9c2 TAG inh, no call of its own (marks repeat the call); DAPI nuclei signal change (viability), lower = more cytotoxic, %;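 whole-well DAPI fluorescence read on a plate reader as a viability signal; minus 50 percent equals half of cells still viable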
* marks the source's active call; other numbers are inactive results.

Second line of a record – H9c2 TAG inh, H9c2 TAG inh DAPI viability
> Cc1c(NS(=O)(=O)c2cc(C(=O)NCC3CCCO3)cc(Cl)c2Cl)c(=O)n(-c2ccccc2)n1C (stereo not given)
 : 0, 4
> OC[C@@H]1CN(Cc2ccccc2)C[C@H](n2cnc3c(N4CCOCC4)ncnc32)O1
 : 2, -5
> O=C(NCc1ccccc1F)C(=O)NCC1OCCCN1S(=O)(=O)c1cccs1 (stereo not given)
 : 24, -1
> CC[C@]12c3[nH]c4ccccc4c3CCN1C(=O)C(CC(=O)NCCCN(C)C)C[C@@H]2C(=O)N1CCN(C(=O)c2ccco2)CC1 (stereo not given in full)
 : 13, 0
> CC(Sc1nc2ccccc2[nH]1)C(=O)Nc1ccccc1F (stereo not given)
 : -5, -4
> Cc1ccc2nc(NC(=O)CSCC(=O)Nc3cc(C)on3)sc2c1
 : 8, 1
> CCn1cnc2sc(C(=O)Nc3ccccc3OC)c(C)c2c1=O
 : 8, -1
> O=C1CCC(C(=O)NCCN2C(=O)S/C(=C\c3cccnc3)C2=O)=NN1
 : 9, 8
> CCCCSC(=S)N(C)C1CCS(=O)(=O)C1 (stereo not given)
 : -9, 8
> CC1CN(/C=C/C(=O)C(F)(F)F)CC(C)O1 (stereo not given)
 : 13, -3

Some of the entries so far, with each value named:
Compound: O=C(NCc1ccccc1F)C(=O)NCC1OCCCN1S(=O)(=O)c1cccs1 (stereo not given)
  H9c2 TAG inh: 24
  H9c2 TAG inh DAPI viability: -1

Compound: CC[C@]12c3[nH]c4ccccc4c3CCN1C(=O)C(CC(=O)NCCCN(C)C)C[C@@H]2C(=O)N1CCN(C(=O)c2ccco2)CC1 (stereo not given in full)
  H9c2 TAG inh: 13
  H9c2 TAG inh DAPI viability: 0

Later entries:
Second line of a record – H9c2 TAG inh, H9c2 TAG inh DAPI viability
> CCOc1ccccc1-n1nnnc1SCC(=O)OC
 : -13, -3
> Cc1ccc(S(=O)(=O)NCc2ccccn2)c(C)c1C
 : -6, 0
> C=CCn1c(SCC(=O)c2cc(C)n(Cc3cccs3)c2C)nnc1-c1ccncc1
 : 15, -10
> CCCn1nc(C(=O)NCc2ccc3c(c2)OCO3)c2ccccc2c1=O
 : 12, -13
> O=C1CC2(CCN(C(=O)COc3ccc(Cl)cc3)CC2)Oc2ccccc21
 : 11, -6
> Cc1cc(N2CC(C(=O)NCc3cccnc3)CC2=O)ccc1C(C)C (stereo not given)
 : 4, -11
> CN(CC(=O)Nc1cccc(F)c1)C(=O)c1cc(S(=O)(=O)N(C)C)ccc1N1CCCC1
 : 19, -3
> CCN(CC)C(=O)c1ccccc1NS(=O)(=O)c1cccs1
 : -4, 0
> O=C(Nc1ccccc1)Nc1ccc(C(F)(F)F)cn1
 : 3, -3
> Cc1cc(C)nc(NS(=O)(=O)c2ccc(NC(=O)COc3ccccc3)cc2)n1
 : -7, 18

An excerpt from above in order of heavy-atom count, lowest first:
Second line of a record – H9c2 TAG inh, H9c2 TAG inh DAPI viability
> Cc1ccc(S(=O)(=O)NCc2ccccn2)c(C)c1C
 : -6, 0
> CCN(CC)C(=O)c1ccccc1NS(=O)(=O)c1cccs1
 : -4, 0
> Cc1cc(N2CC(C(=O)NCc3cccnc3)CC2=O)ccc1C(C)C (stereo not given)
 : 4, -11

The list continues.
Second line of a record – H9c2 TAG inh, H9c2 TAG inh DAPI viability
> Cc1cc(C)cc(NC(=O)C(C)N2C(=O)c3ccccc3C2=O)c1 (stereo not given)
 : 12, -7
> CC(C)Cn1c(=S)[nH]c2cc(C(=O)O)ccc2c1=O
 : 3, -6
> COC(=O)CN1C(=O)[C@H]2[C@@H](c3ccc(C)o3)N3C(=O)CN(CCO)C(=O)[C@@]3(Cc3ccccc3)[C@H]2C1=O
 : 0, 0
> O=C(NCCC1CCCCN1S(=O)(=O)c1cccs1)C(=O)Nc1ccccc1 (stereo not given)
 : 12, -6
> COc1ccccc1C(=O)NCCC(=O)NCC(C)(C)N1CCOCC1
 : 8, 4
> COc1cc(/C=C/C(=O)O)cc(S(=O)(=O)Nc2cc(C(F)(F)F)ccc2N2CCOCC2)c1OC
 : 14, -10
> O=C(COc1ccccc1[N+](=O)[O-])Nc1ccc2c(c1)CCC2
 : -5, -2
> CC(C)c1nnc(NC(=O)CSc2nnc(-c3ccco3)o2)s1
 : -3, 5
> COC(=O)c1c(NC(=O)C2CCCO2)sc2c1CCC2 (stereo not given)
 : 0, 7
> Cc1cc(C)cc(NC(=O)C(=O)NCc2ccccn2)c1
 : 7, -4

Other results:
Second line of a record – H9c2 TAG inh, H9c2 TAG inh DAPI viability
> O=C(NN=C1CCCC1)c1sc2ccccc2c1Cl
 : 8, 0
> COCc1cc(C)[nH]c(=O)c1C(=O)NC12CC3CC(CC(C3)C1)C2
 : 7, -8
> Cn1c2c(c(=O)n(C)c1=O)C(NS(=O)(=O)c1ccccc1)(C(F)(F)F)C(=O)N2 (stereo not given)
 : 5, -2
> Cc1ccc(NS(=O)(=O)c2ccc(NC(=O)C3CCCO3)cc2)cc1 (stereo not given)
 : -20, -4
> CN(Cc1ccccc1)Cc1nc2scc(-c3ccccc3)c2c(=O)[nH]1
 : -6, 5
> CCOC(=O)CNC(=S)N(Cc1ccccc1F)C1CCCCC1
 : 1, 4
> O=C(CSc1nccc(=O)[nH]1)NCc1ccc2c(c1)OCO2
 : 7, 1
> COc1ccccc1OCC(O)CN1CCN(C(=O)c2ccccc2)CC1 (stereo not given)
 : 10, -1
> Cc1ccc([N+](=O)[O-])cc1N=C(c1cccc(Br)c1)N1CCOCC1
 : 7, 10
> CC(Sc1nc(-c2ccccc2)cc(C(F)(F)F)n1)C(=O)N1CCCCC1 (stereo not given)
 : 19, 5

2 compounds drawn at random from those above:
Second line of a record – H9c2 TAG inh, H9c2 TAG inh DAPI viability
> CC(C)c1nnc(NC(=O)CSc2nnc(-c3ccco3)o2)s1
 : -3, 5
> Cn1c2c(c(=O)n(C)c1=O)C(NS(=O)(=O)c1ccccc1)(C(F)(F)F)C(=O)N2 (stereo not given)
 : 5, -2

(list continues)
Second line of a record – H9c2 TAG inh, H9c2 TAG inh DAPI viability
> Cc1ccc(S(=O)(=O)NC(=O)C2(C)CCN2C(=O)C2(c3ccc(Cl)cc3)CCC2)cc1 (stereo not given)
 : 10, -3
> Cc1ccccc1NC(=O)Cc1nc(COC(=O)c2ccc(Cl)nc2)cs1
 : 12, 2
> COc1cccc(OCc2cc(C(=O)NCCc3cccc(C)n3)no2)c1
 : -6, 6
> CCc1cc2c(=O)n(-c3ccc(C)cc3)cnc2s1
 : 9, -10
> Cc1ccccc1NC(=O)Cc1nc(COC(=O)CCc2ccccc2)cs1
 : 10, 5
> CC(=O)C1=C(C)NC(SCC(N)=O)=C(C#N)C1CC(C)C (stereo not given)
 : 9, 8
> O=C(NCc1ccccc1)c1cc(C2COCCN2C(=O)OCCF)on1 (stereo not given)
 : -17, 0
> O=C(COc1ccc(Br)cc1Cl)NCCCN1CCOCC1
 : -9, 3
> COC(=O)C1(NC(=O)NC23CC4CC(CC(C4)C2)C3)CCCCC1
 : -3, 1
> Cc1cc(=O)oc2ccc(OCC(=O)N3CCC(C)CC3)cc12
 : -10, 3

(more compounds)
Second line of a record – H9c2 TAG inh, H9c2 TAG inh DAPI viability
> COC(=O)c1c(CSc2ccc(C)c(C)c2)noc1C(=O)NCc1ccc(OC)cc1
 : -11, 3
> COc1ccccc1N(CC(=O)N/N=C/c1ccccc1C(=O)O)S(C)(=O)=O
 : -9, 5
> C[C@H]1NS(=O)(=O)c2ccc(Br)cc2O[C@H]1c1ccccc1
 : -2, -6
> Cc1nnc(SCc2cn3ccsc3n2)n(N)c1=O
 : -13, -7
> CCC1Nc2ncnc(N3CCN(c4ccccc4)CC3)c2N(Cc2ccc(OC)cc2)C1=O (stereo not given)
 : 32, -5
> CC(C)C(c1nnnn1C1CCCC1)N(C)C1CCCCC1 (stereo not given)
 : -8, -2
> COc1ccc(-c2nc3n(c(=O)c2C#N)CCS3)cc1OC
 : -12, 11
> Nc1nc(CN2CCC(Cc3ccccc3)CC2)nc(Nc2ccccc2)n1
 : -16, 33
> O=C(O)C[C@H]1c2ccccc2S(=O)(=O)N1C1CCCCC1
 : 8, -10
> CC(=O)Nc1ccc(/C=N/Nc2nc3ccccc3s2)cc1
 : 10, 23

Other results.
Second line of a record – H9c2 TAG inh, H9c2 TAG inh DAPI viability
> C[C@@H]1CCC(=O)N(C[C@@H](C)CC#N)CC1
 : -8, 36
> Cc1cccc(C)c1Nc1nnc(SCC(=O)NCCCN2CCCC2=O)s1
 : -8, -6
> Cc1ccc(S(=O)(=O)N2CCOCC2)cc1C(=O)N(Cc1nnc(-c2ccccc2Cl)o1)C1CC1
 : -21, -2
> O=C(Nc1ccc(Oc2ccc(S(=O)(=O)N3CCOCC3)cn2)cc1)c1ccco1
 : 10, -7
> COc1ccccc1N(Cc1cc(=O)[nH]c2ccccc12)C(=O)c1ccccc1
 : 12, 3
> Nc1cc(N)cc(-c2nc3ccccc3o2)c1
 : 16, 6
> O=C(CNc1cccc(Cl)c1)NNC(=S)NCc1ccccc1
 : -1, 2
> OCCSc1ncnc2c1oc1ccccc12
 : 1, 7
> Cc1cccc(NC(=O)CSc2nnc(-c3ccco3)c(-c3ccco3)n2)c1
 : -5, 0
> CCOc1ccc2[nH]cc(S(=O)(=O)c3ccc(F)cc3)c(=O)c2c1
 : -15, 11

Next compounds.
Second line of a record – H9c2 TAG inh, H9c2 TAG inh DAPI viability
> CC1(C)CC(=O)C=C(c2ccc(Cl)c(C(F)(F)F)c2)C1
 : -14, 2
> COc1ccc(C2=NOC(Cn3nc(C(=O)NCc4cccc(Br)c4)cc3-c3ccccc3)C2)cc1 (stereo not given)
 : -19, 3
> CCNc1nc(NCC)n2c(SCc3nc4ccccc4c(=O)[nH]3)nnc2n1
 : -3, 14
> NC(=O)c1ccc(NCC2COc3ccccc3O2)c([N+](=O)[O-])c1 (stereo not given)
 : -16, -10
> Clc1cccc(-c2nnc(SCc3nc4ccccc4[nH]3)n2Cc2ccco2)c1
 : 17, -9
> O=C(Oc1ccccc1[N+](=O)[O-])c1cccnc1
 : -7, 4
> c1ccc(-n2nnnc2-c2cccc3ccccc23)cc1
 : -9, -15
> O=C(Nc1cccnc1Oc1ccc(Cl)cc1)c1cccc2ccccc12
 : -19, -2
> COc1ccc(CNC(=O)Cn2nc(Cc3cccnc3)c3ccccc3c2=O)cc1
 : 9, -12
> CC(=O)c1c(C)[nH]c(C(=O)COC(=O)CCCOc2ccccc2)c1C
 : 1, 0

The listing continues.
Second line of a record – H9c2 TAG inh, H9c2 TAG inh DAPI viability
> FC(F)(F)c1ccc(-c2cccc3c2C2CC3CCN2Cc2ccccc2)cc1 (stereo not given)
 : -17, 17
> O=C(Nc1ccc(N2CCOCC2)cc1)c1ccc(S(=O)(=O)NCc2ccco2)cc1
 : 10, 5
> O=C(CSc1nnc(COc2cccc3cccnc23)o1)N1CCCC1
 : -5, 5
> O=C(COC(=O)CN1C(=O)NC2(CCCC2)C1=O)Nc1c(Cl)cccc1C(F)(F)F
 : -8, 2
> CCOC(=O)c1ccccc1NC(=O)COc1coc(CN2CCc3ccccc32)cc1=O
 : -5, -5
> COc1ccc(CNC(=O)COC(=O)/C=C/c2cccc(Br)c2)cc1OC
 : -10, -4
> Cc1ccc(CCNC(=O)NC(C)(C)C)cc1
 : -6, 4
> O=C1C[C@H](NC(=O)OCc2ccccc2)CO1
 : 11, -7
> Cc1cc(C)nc(N2CCC(C(=O)NCc3ccccc3)CC2)n1
 : 10, -7
> COc1ccc(C(=O)CCN2CCc3cc(OC)c(OC)cc3C2)cc1
 : 2, 5

Exported as labelled records: four of the compounds above.
> COc1ccc(CNC(=O)COC(=O)/C=C/c2cccc(Br)c2)cc1OC
  H9c2 TAG inh: -10
  H9c2 TAG inh DAPI viability: -4

> Cc1ccc(CCNC(=O)NC(C)(C)C)cc1
  H9c2 TAG inh: -6
  H9c2 TAG inh DAPI viability: 4

> O=C1C[C@H](NC(=O)OCc2ccccc2)CO1
  H9c2 TAG inh: 11
  H9c2 TAG inh DAPI viability: -7

> Cc1cc(C)nc(N2CCC(C(=O)NCc3ccccc3)CC2)n1
  H9c2 TAG inh: 10
  H9c2 TAG inh DAPI viability: -7

(further entries)
Second line of a record – H9c2 TAG inh, H9c2 TAG inh DAPI viability
> CCOC(=O)Cc1ccc(Nc2nc3cc(-c4sccc4C)sc3c(=O)n2C)cc1
 : 51*, -36*
> COc1ccc(OC(=O)c2ccncc2)cc1
 : -9, 1
> FC(F)(F)COc1ccc(-c2nnc(SCc3c(Cl)cccc3Cl)o2)cn1
 : -7, -6
> CCOC(=O)c1c(C)[nH]c(C)c1C(=O)COC(=O)c1ccc([N+](=O)[O-])s1
 : 24, -16
> COc1ccc(OCC(=O)N/N=C(\CCC(=O)O)c2cccs2)cc1
 : 2, -5
> N#CCC(=O)Nc1ccc(C(=O)NNC(=S)NC2CCCCC2)cc1
 : 10, 5

A portion of the library, so the mix of outcomes need not match the whole.
